Assay outcomes deposited in PubChem BioAssay by National Center for Advancing Translational Sciences (NCATS).
CXXC DNA block = MLL CXXC-DNA interaction inhibition; Q03164; MLL-CXXC / FITC-HOXA9 DNA fluorescence polarization; Potency, µM (top dose mostly 115 µM), inactives show at the top dose activity change, negative = inhibition, usual class: inhibitors; hit rate 0.037% among 290,000; active = well fitted inhibition curve with a large enough effect in the polarisation, with a control signal flat, not every such curve was filed as active; inconclusive = small, poorly fitted or top-dose-only effect, or effect the other way, or a change in a side signal; inactive = no such curve, though single readings can be large or run the other way; the % refers to the polarisation; note: potency is the fitted concentration of half-maximal effect
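Purified MLL-CXXC (added from a 7 uM solution) was preincubated 5 min at ambient with pinned compounds in 50 mM Tris-HCl pH 7.5, 50 mM NaCl, 1 mM DTT, 0.05% BSA. Fluorescein-labeled HOX-A9 DNA (50 nM solution) followed, 30 min, then polarization read.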
ELG1 repair inh = blocks ELG1-dependent DNA repair in HEK293T cells; HEK293T ELG1-luciferase reporter, luminescence, 16 h; DNA damage induced by 5-fluorouridine; Potency, µM (top dose mostly 46.1 µM), for inactives: top-dose activity change, negative = inhibition, most hits filed as inhibitors; hit rate 2.3% among 330,000; note: potency is the fitted concentration of half-maximal effect; % is set by controls: 0 for no effect and ±100 for the full control effect; nearly all actives have a fitted effect of over 55% in size
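Luminescence from the luciferase reporter, measured 30 min after ONE-Glo reagent at room temperature, was the read-out. Beforehand, 2,000 cells per well were exposed for 16 hr at 37 °C to 5-fluorouridine together with compound or vehicle.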
p53 reactivation = mutant p53 re-activation in reporter cells. Potency, µM (highest dose often 92.2 µM), for inactives: at the highest dose activity change, positive = activation, hits mostly activators. hit rate 0.063% among 320,000. H1299 p53-A138V BP100-luciferase reporter, luminescence, 24 h; note: potency is the fitted concentration of half-maximal effect; % of control where 0% means no effect; nearly all actives have a fitted effect of over 45% in size
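p53-null H1299 cells stably carrying temperature-sensitive p53-A138V and a BP100-luciferase reporter were pinned with compounds (4-point, 1:5 series) and held 24 hrs at 37 deg C. Luminescence was read 10 min after detection reagent.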
TCR activator = activators of T cell receptors; primary human leukocytes, anti-CD3, IL-2 HTRF, 48 h; Potency, µM (highest dose often 9.22 µM), without a hit: at the highest dose activation of IL-2 secretion, hits mostly activators; 330,000 tested, under 10 active; note: % of control where 0% means no effect
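IL-2 produced over 48 hr by a-CD3 bead-stimulated primary human leukocytes exposed to compounds was detected with a homogeneous time-resolved FRET immunoassay, 665nm acceptor signal after 320nm excitation.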
TRPV1 agonist = human TRPV1 agonism; Q8NER1; TRPV1-expressing cells, Fluo-8 calcium influx, agonist mode; activation, % at 8.33 µM; hit rate 0.19% among 320,000; in the data active = activation above about 80%; inconclusive = between about 30% and that limit; note: 0% is about no effect
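Fluo-8 calcium influx in TRPV1-expressing cells, kinetic read (ex 480/em 520 nm). Compound added and read 3 min for agonist activity, followed by capsaicin at EC20 final and 2 min further read for enhancement.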
B2AR arrestin = beta2AR (human) beta-arrestin recruitment activity | P07550 | beta-arrestin recruitment to beta2AR, cell-based reporter | Potency, µM (series often up to 46.1 µM), for inactives: top-dose activation, hits mostly activators | hit rate 0.02% among 330,000;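 note: potency is the fitted concentration of half-maximal effect; 0% = DMSO controls and full agonism = EC100 isoproterenol or metaproterenol; nearly all actives have a fitted effect of over 65% in size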
Target sequence (P07550 whole entry, looked up): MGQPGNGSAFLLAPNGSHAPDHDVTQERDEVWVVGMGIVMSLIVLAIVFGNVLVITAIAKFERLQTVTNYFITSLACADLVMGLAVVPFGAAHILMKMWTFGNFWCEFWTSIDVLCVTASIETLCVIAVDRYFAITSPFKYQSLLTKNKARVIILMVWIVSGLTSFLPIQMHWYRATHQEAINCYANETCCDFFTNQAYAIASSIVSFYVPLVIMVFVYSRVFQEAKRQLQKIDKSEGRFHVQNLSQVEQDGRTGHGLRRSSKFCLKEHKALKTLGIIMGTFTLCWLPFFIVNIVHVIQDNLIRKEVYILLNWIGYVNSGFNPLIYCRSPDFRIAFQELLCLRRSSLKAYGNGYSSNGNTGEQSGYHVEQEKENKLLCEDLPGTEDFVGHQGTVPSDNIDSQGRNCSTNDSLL
Integrin act MD = integrin-mediated muscular dystrophy alleviation activation; alpha7betagal myoblasts, beta-gal FDG fluorescence, 48 h; Potency, µM (doses to about 38.3 µM), for the others: at the top dose activation, most hits filed as activators; hit rate 0.064% among 350,000; AID 624291;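 note: potency is the fitted concentration of half-maximal effect; 100% = response of the positive control SU9516; nearly all actives have a fitted effect of over 60% in size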
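alpha7betagal+/- myoblasts (passage 13, 250/well) treated 48 h at 37C with compounds at 1:260 dilution of DMSO stock. Lysed, then beta-galactosidase activity read as FDG fluorescence (ex 480/em 540) after 30 min, with pre-read for autofluorescence.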
AT treatment = potential ataxia-telangiectasia treatment; […] A-T fibroblasts, KAP-1 phosphorylation AlphaLISA; neocarzinostatin DNA damage 30 min before lysis; Potency, µM (top dose mostly 57.5 µM), for the others: top-dose activation, most hits filed as activators; hit rate 0.19% among 320,000; AID 485349; note: potency is the fitted concentration of half-maximal effect; % of control where 0% means no effect; nearly all actives have a fitted effect of over 45% in size
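hTERT-immortalized A-T patient fibroblasts ([…]), 500 cells/well in OPTI-MEM, 1% FBS, got compounds for 60 min, then NCS for 30 min at 37C. Lysates were then assayed for phospho-KAP-1 by AlphaLISA (anti-pKAP1 donor, anti-KAP1 acceptor beads), 6 hr at 25C.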
BRCA1 expr act = BRCA1 expression activation; hit rate 1.1% among 380,000; MCF7-BRCA1-FFLuc reporter, luminescence, 48 h; response scale: scaled: vehicle 0%, 10 µM genistein 100%; AID 624202; Potency, µM (series often up to 46.1 µM), for inactives: at the top dose activation, actives largely listed as activators; note: potency is the fitted concentration of half-maximal effect; nearly all actives have a fitted effect of over 80% in size; some results filed as inactive show a strong effect at the top dose
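MCF7-BRCA1-FFLuc, 2000 cells/well; 2 h attach, 37 °C/5% CO2; compound 48 h; luciferase substrate 15 min; luminescence end-point. Norm. to genistein 10 microM max activation and DMSO; concentration-response curves fitted.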
TSG101-PTAP inh = blocks PTAP/TSG101 interaction to inhibit HIV-1 budding | Fluorescence polarization, FITC-PTAP peptide / Tsg101 binding | 340,000 tested, under 10 active | AID 493005 | Potency, µM (highest dose often 115 µM), for inactives: at the top dose activity change, negative = inhibition, usual class: inhibitors; active = well fitted inhibition curve with a large enough effect in the main read-out, with a control signal flat, not every such curve was filed as active; inconclusive = small, poorly fitted or top-dose-only effect, or effect the other way, or a change in a side signal; inactive = no such curve, though single readings can be large or run the other way; note: potency is the fitted concentration of half-maximal effect; % of control where 0% means no effect
Target sequence (Q99816 whole entry, looked up): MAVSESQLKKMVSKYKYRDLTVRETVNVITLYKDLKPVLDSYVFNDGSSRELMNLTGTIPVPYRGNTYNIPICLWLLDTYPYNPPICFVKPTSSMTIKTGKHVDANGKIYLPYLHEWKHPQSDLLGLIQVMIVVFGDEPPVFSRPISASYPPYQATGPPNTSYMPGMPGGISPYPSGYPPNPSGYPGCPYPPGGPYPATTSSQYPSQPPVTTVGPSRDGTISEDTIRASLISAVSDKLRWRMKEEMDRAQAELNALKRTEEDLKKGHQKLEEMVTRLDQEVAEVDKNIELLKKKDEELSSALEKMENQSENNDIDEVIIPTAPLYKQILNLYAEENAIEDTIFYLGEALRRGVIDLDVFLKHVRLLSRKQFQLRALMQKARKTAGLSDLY
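Fluorescence anisotropy tracks displacement of a FITC-tagged PTAP peptide (50 nM) from the Tsg101 binding domain (10 uM), following a 20 min room-temperature incubation at pH 7.5.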
Starred values were filed as active, the others as inactive; ? = inconclusive; / = not tested or not shown; & = joins results of further samples; [ ] = remark or other dose. Unless noted, calls come from the whole dose curve; as a rule, active = well fitted curve in the direction sought with a large enough effect; inconclusive = small, poorly fitted or top-dose-only effect, or another doubt; inactive = no such curve, though single readings can be large; an effect the other way counts as inactive or inconclusive.

SMILES,B2AR arrestin,Integrin act MD,AT treatment,TSG101-PTAP inh,TCR activator,ELG1 repair inh,CXXC DNA block,TRPV1 agonist,p53 reactivation,BRCA1 expr act
CCOC(=O)/C(=N\Nc1ccccc1)S(=O)(=O)c1ccccc1,-0.4%,24.8%,/,-5.2%,-5.1%,?,-12.3%,-6.1,0.9%,2.3%
CCOC(=O)c1cc(-c2nnc(-c3ccc(Oc4ccccc4)cc3)o2)c(C)nc1C,0.1%,0.7%,1.7%,-1.2%,-0.2%[46.1 µM],23.1µM*,1.3%,-1.6,5.4%,-3.7%
CS(=O)(=O)N1CCN(C(=O)c2ccc(Cl)s2)CC1,-0.2%,6.7%,-5.5%,-7.3%,-2.3%,7.3%,0.4%,-1.6,-3.5%,0.0%
Oc1ccc2ccccc2c1CN1CCCC1,-0.3%,-5.1%,-3.7%,0.5%,-5.5%,6.6%,0.9%,2.7,0.8%,-2.4%
CCOC(=O)C1CCN(c2ncnc3c2cnn3-c2ccc(Cl)cc2)CC1,-0.7%,-1.8%,-0.6%,-1.9%,6.5%,?,5.2%,0.6,-8.9%,-41.6%
CCCCCC/C=N/Nc1nnc(Cc2ccc(OC)c(OC)c2)c(=O)[nH]1,-0.2%,-12.0%,-1.5%,-0.9%,-10.5%,-1.3%,29.5%,1.9,-0.2%,-31.4%
COc1cccc(C(=O)Nc2cc(C(F)(F)F)ccc2Cl)c1,0.1%,0.0%,9.2%,-11.6%,1.5%,6.0%,-0.9%,8.6,3.4%,-54.4%
CCOC(=O)C1=C(c2ccccc2)NC(SC)=C(C#N)C1c1ccco1 (stereo unspecified),-0.1%,17.0%,2.4%,-4.2%,/,-15.5%,10.2%,?,-11.4%,-38.4%
CCOC(=O)c1c(C)[nH]c(C(=O)Nc2ccc(C)c(Cl)c2)c1C,-1.9%,/,-1.3%,/,0.5%[46.1 µM],?,1.2%,2.7,?,/
CN1CCN(NC(=O)C23CC4CC(CC(C4)C2)C3)CC1,-0.6%,0.0%,0.1%,-1.7%,-6.0%[46.1 µM],16.7%,-2.2%,0.2,-4.4%,17.0%
Cc1cccc(NC(=O)CCS(=O)(=O)c2cccc3nonc23)c1C,-0.1%,3.2%,0.4%,-4.4%,-5.5%,14.7%,-3.0%,19.5,1.4%,-7.9%
O=C(CSc1nc2nn(-c3ccccc3)c(=O)c-2c2n1CCCCC2)c1ccc(O)c(O)c1,0.2%,-15.3%,-12.2%,-3.0%,-2.5%,18.3µM*,/,-2.9,28.2µM*,-25.1%
COC(=O)Cc1[nH]c(=S)[nH]c1C(=O)OC,-0.3%,-10.5%,-0.1%,-6.7%,2.8%,4.5%,1.9%,1.8,-3.9%,16.7%
O=C(c1ccncc1)c1ccc(N2CCN(C3CC(=O)N(Cc4ccccc4)C3=O)CC2)cc1 (stereo unspecified),-0.3%,-2.2%,0.7%,3.0%,-2.2%,?,-6.1%,7.2,-15.6%,-25.3%
COc1cc(OC)cc(-c2cc3ncccc3cn2)c1,0.2%,-5.9%,-1.3%,/,-1.4%,?,/,2.2,18.2%,3.2%

(more compounds)
SMILES,B2AR arrestin,Integrin act MD,AT treatment,TSG101-PTAP inh,TCR activator,ELG1 repair inh,CXXC DNA block,TRPV1 agonist,p53 reactivation,BRCA1 expr act
COc1cc2c(OC(C)=O)c3c(c(-c4ccc5c(c4)OCO5)c2cc1OC)C(=O)OC3,-0.2%,-52.7%,-7.9%,-6.7%,-7.5%,-16.1%,16.7%,3.1,6.5%,-43.8%&-49.2%
CS(=O)(=O)N(Cc1ccco1)CC(O)Cn1cc(C=O)c2ccccc21 (stereo unspecified),0.3%,6.3%,1.7%,-1.8%,-4.2%,?,-2.3%,0.1,0.8%,-19.2%
O=C(CSc1ccc(-c2ccco2)nn1)c1ccccc1,-0.5%,0.8%,-0.8%,0.6%,1.5%[46.1 µM],?,9.8%,-1.6,?,70.0%
CC(C)NC(=O)C1CCCN(S(=O)(=O)c2ccc(-n3cnnn3)cc2)C1 (stereo unspecified),0.0%,?,/,0.5%,-19.9%,3.6%,6.1%,-1.1,1.3%,9.9%
COc1cc(OC)cc(C(=O)N[C@H](C(=O)OCC(=O)Nc2ccc(OC)c(OC)c2)C(C)C)c1,0.4%,2.9%,-7.5%,-7.3%,2.2%,-2.9%,6.6%,-1.6,-0.6%,-13.1%
O=C(COc1ccc2c(c1)CCC2)N1CCN(c2cccc(C(F)(F)F)c2)CC1,-1.1%,4.4%,-1.6%,0.3%,3.7%[46.1 µM],1.9%,-1.7%,?,-6.9%,-28.2%
Cc1ccc(Cn2nc3c(cc2=O)CCc2ccccc2-3)cc1,-0.1%,6.1%,7.7%,0.1%,0.6%,7.9%,6.2%,?,-3.5%,2.0%
Cc1cc(C)c(C)c(S(=O)(=O)N2CCC(C(=O)NCC(c3ccccc3)N(C)C)CC2)c1C (stereo unspecified),0.0%,-44.3%,-1.8%,0.0%,-0.8%,-12.8%,-16.5%,1.0,-2.1%,-31.2%
O=C(Nc1nc(-c2ccccn2)cs1)c1ncc(Cl)c(Cl)c1Cl,7.5%,-30.4%,-4.8%,1.8%,1.7%,2.3%,?,-0.1,8.1%,-75.8%
O=[N+]([O-])c1ccc(CNc2ccc(F)cc2)s1,0.4%,-44.7%,-5.0%,-0.8%,/,?,-9.7%,-2.6,-83.1%[inhibitor],-23.6%
CC[C@@H](C)[C@H](N)C(=O)NC[C@H]1O[C@@H](n2cnc3c(N)ncnc32)[C@H](O)[C@@H]1O,0.2%,12.6%,10.6%,-8.4%,-2.8%[46.1 µM],29.7%,/,/,-5.0%,5.0%
COc1ccc(/C=N/Nc2cc(C)nc3ccccc23)cc1,-0.6%,-48.0%[inhibitor],12.9%,-0.5%,-3.6%,-5.8%,?,-1.5,10.4%,-90.5%[inhibitor]
CC(C)C(=O)NNc1ccccc1,-1.3%,22.6%,-2.4%,-0.2%,-3.4%[46.1 µM],-21.3%,1.9%,0.5,-10.0%,-13.1%
Cc1cc(N/N=C/c2ccccc2F)c2ccccc2n1,-0.2%,-39.0%,1.7%,-1.9%,-1.7%,5.0%,1.9%,-1.2,-0.8%,0.6%
COc1cccc(CN2CC(C(=O)N3CCN(C(C)C)CC3)CCC2=O)c1 (stereo unspecified),-3.2%,23.7%,-2.2%,/,7.6%,8.2%,7.4%,4.0,16.1%,9.2%

Following part:
SMILES,B2AR arrestin,Integrin act MD,AT treatment,TSG101-PTAP inh,TCR activator,ELG1 repair inh,CXXC DNA block,TRPV1 agonist,p53 reactivation,BRCA1 expr act
COc1ccc(N2C(=O)CC(N(CCc3ccccc3)C(=O)/C=C/C(=O)O)C2=O)cc1 (stereo unspecified),-0.3%,1.4%,1.9%,-0.2%,/,?,6.1%,-2.9,0.7%,13.1%
O=C(CN1CCN(CC(=O)Nc2ccccc2F)CC1)Nc1ccc2c(c1)OCCO2,-0.6%,-10.9%,-3.3%,-2.5%,11.0%,-11.1%,0.7%,1.3,0.6%,-2.0%
COC(=O)c1cc(OC)c(OC)cc1NC(=O)CN1C(=O)c2ccccc2C1=O,-0.8%,-4.8%,/,-9.6%,4.9%,-6.8%,-0.2%,-3.5,-1.6%,0.4%
C/C(CC(=O)Nc1cccc2c1CCCC2)=N\NC(=O)c1ccccc1N,0.2%,11.6%,-7.9%,-3.3%,-2.1%,?,-4.0%,11.0,8.6%,-9.6%
Nc1cccc(C#Cc2ccc3c(c2)C(=O)/C(=C/c2ccsc2)O3)c1,5.1%,13.7%,4.9%,-0.7%,1.0%,15.7%,/,/,23.3%,5.2%
CCC(C)(C)n1nnnc1C(c1ccccc1OC)N1CCN(C(=O)c2ccco2)CC1 (stereo unspecified),-0.3%,-5.8%,-2.9%,-3.0%,8.5%,11.5%,-9.7%,3.8,-1.1%,-10.5%
CCCN(CC(=O)Nc1ccccc1C)C(=O)c1ccc(-c2ccccc2)cc1,-0.9%,16.8%,7.5%,/,2.9%,-13.6%,18.9%,21.4,-7.8%,-30.4%
CCCn1c(SCC(=O)NCCc2ccccc2)nnc1-c1ccco1,-0.9%,-9.7%,-0.4%,-2.2%,-5.1%[46.1 µM],14.1%,-1.7%,-1.3,-5.0%,0.0%
O=C(Cn1nnc(-c2ccccc2-n2cnnn2)n1)c1ccccc1,-0.3%,6.9%,-12.2%,-3.4%,8.4%,4.2%,4.0%,3.2,?,7.5%
COc1ccc(NC(=O)c2cc(-c3ccco3)nc3ccccc23)cc1S(=O)(=O)N1CCOCC1,-0.3%,?,5.0%,-5.2%,-2.3%,10.3µM*,-5.5%,-6.2,-2.2%,-22.4%
O=C(O)c1cc(-c2ccc(Cl)c(Cl)c2)n(-c2ccccc2)n1,0.7%,-12.7%,-16.7%,-1.3%,1.8%,-3.0%,9.0%,-0.6,-4.5%,0.0%
COc1ccc(CC(=O)OC(C)C(=O)Nc2ccc(S(N)(=O)=O)cc2)cc1 (stereo unspecified),0.2%,3.3%,0.4%,-5.2%,1.7%,19.0%,/,1.2,2.7%,-2.1%
